Screening data: PubChem BioAssay, Sanford-Burnham Center for Chemical Genomics
APOBEC3A inh: APOBEC3A ssDNA deaminase inhibitors, primary screen, selectivity assay for APOBEC3G inhibitor project, biochemical, FAM/TAMRA oligo cleavage fluorescence. DNA dC->dU-editing enzyme APOBEC-3A (Homo sapiens), P31941. recombinant A3A, FAM/TAMRA ssDNA deamination fluorescence. inhibition, % at 20 µM. 330,000 compounds, 0.41% hits;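 active = at least 40% inhibition at 20 µM here, with at most 30% in a related deaminase screen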;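 note: plate controls were A3A with DMSO for no effect and wells lacking A3A enzyme for full effect; some results filed as inactive read as strong as hits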
Target sequence (P31941 whole entry, looked up): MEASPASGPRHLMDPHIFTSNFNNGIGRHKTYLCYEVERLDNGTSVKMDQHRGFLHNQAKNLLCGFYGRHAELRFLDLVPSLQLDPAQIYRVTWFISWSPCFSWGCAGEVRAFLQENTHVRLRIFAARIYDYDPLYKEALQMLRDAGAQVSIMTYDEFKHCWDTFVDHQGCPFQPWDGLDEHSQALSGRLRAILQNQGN
mIAP inh: inhibitors of mouse IAP, primary screen, biochemical, luminescence, uHTS; intestinal alkaline phosphatase [Mus musculus]; purified mouse IAP, CDP-Star luminescence, 30 min; inhibition, % at 10 µM; 330,000 compounds, 0.2% hits; AID 2806, 2010;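 active = inhibition of at least 40% at 10 µM in the primary screen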;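 note: plate controls were DMSO with enzyme for no effect and no enzyme wells for full effect; values of inactives mirror those of a sister screen read the other way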
beta cell repl: inducers of MIN6 beta-cell proliferation, primary screen, ATP luminescence, uHTS; MIN6 cells proliferation, ATPlite luminescence, 48 h; cells starved in 0.2% serum; 100% = growth in 10% serum; proliferation, % at 10 µM; 330,000 compounds, 0.29% hits; AID 2380, 2010;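 active = compounds whose signal lies at least 3.5 SD above the mean of all wells on their plate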;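 note: 0% = DMSO-treated cells in low-serum medium and 100% = 10% serum control; some compounds called inactive have numbers as strong as hits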
mIAP activ: activators of mouse IAP, primary screen, biochemical, luminescence, uHTS; intestinal alkaline phosphatase [Mus musculus]; activation factor at 10 µM; 330,000 compounds, 0.24% hits; AID 2805, 2010; muIAP, CDP-Star luminescence, 30 min; stronger effect = higher value; 1 = vehicle-only enzyme signal, 0 = enzyme-free wells;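 active = activation factor of at least 2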; note: the source names both 10 and 20 µM as test concentration; values of inactives mirror those of a sister screen read the other way
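Assay system: mouse IAP enzyme; reagent: chemiluminescent substrate CDP-Star; dosing: test compounds delivered from DMSO solution; schedule: 30 min at room temperature; measured by: luminescence from enzymatic CDP-Star hydrolysis; controls: DMSO-only wells and no-enzyme negative control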
GRIN3A LBD mod: binders of NR3A ligand-binding domain, primary screen, biophysical, differential scanning fluorimetry, uHTS | 340,000 compounds, 2.5% hits | NR3A LBD differential scanning fluorimetry, Tm shift; 0% = protein alone, 100% = glycine-bound protein | Glutamate receptor ionotropic, NMDA 3A (GRIN3A) ligand-binding domain | Tm shift relative to glycine control, % at 25 µM;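 active = melting temperature shift of at least 10% of the positive control shift, at one fixed dose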
MPTP inh: mitochondrial permeability transition pore inhibitors, primary screen, biochemical, isolated mouse mitochondria, absorbance; Ca2+ swelling absorbance, 30 min; inhibition, % at 10 µM; 360,000 compounds, 1.4% hits;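 active = inhibition of 50% or more, scaled per plate between neutral and stimulator controls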;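 note: 0% = DMSO wells given calcium and 100% = 1 mM EGTA wells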
A3G deaminase: APOBEC3G DNA deaminase inhibitors, primary screen, biochemical, fluorescence, single-stranded DNA substrate, uHTS; DNA dC->dU-editing enzyme APOBEC-3G (Homo sapiens), Q9HC16; recombinant A3G, ssDNA deamination FAM/TAMRA fluorescence; inhibition, % at 20 µM; 330,000 compounds, 0.28% hits;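 active = inhibition of at least 40% at 20 µM, with no more than 30% in the related APOBEC3A deaminase screen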;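 note: plate controls were DMSO wells with A3G for no effect and wells lacking A3G enzyme for full effect; some compounds called inactive have numbers as strong as hits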
Target sequence (Q9HC16 whole entry, looked up): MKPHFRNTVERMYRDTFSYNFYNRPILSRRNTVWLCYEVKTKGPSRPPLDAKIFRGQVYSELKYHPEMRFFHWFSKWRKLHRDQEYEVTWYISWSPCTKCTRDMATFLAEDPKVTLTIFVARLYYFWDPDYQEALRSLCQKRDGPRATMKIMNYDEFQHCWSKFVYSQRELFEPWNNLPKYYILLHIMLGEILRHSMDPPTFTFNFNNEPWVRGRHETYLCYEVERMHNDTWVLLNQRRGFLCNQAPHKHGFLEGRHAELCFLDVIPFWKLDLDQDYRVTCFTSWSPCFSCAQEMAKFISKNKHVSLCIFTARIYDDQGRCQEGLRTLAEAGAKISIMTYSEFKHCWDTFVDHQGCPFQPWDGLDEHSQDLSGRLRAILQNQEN
hIAP activ: human IAP activators, primary screen, biochemical, luminescence, uHTS; Intestinal-type alkaline phosphatase (Homo sapiens), P09923; purified human IAP, CDP-Star luminescence, 30 min; stronger effect = higher value; 1 = vehicle-only enzyme, 0 = enzyme-free background; activation factor at 10 µM; 330,000 compounds, 0.16% hits;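 active = activation factor of the enzyme at least 2-fold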; note: the source names both 10 and 20 µM as test concentration; values of inactives mirror those of a sister screen read the other way
hIAP block: human IAP inhibitors, primary screen, biochemical, luminescence, uHTS; Intestinal-type alkaline phosphatase (Homo sapiens), P09923; purified IAP, CDP-Star luminescence, 30 min; inhibition, % at 10 µM; 330,000 compounds, 0.12% hits; AID 2544, 2010;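 active = inhibition reaching a set limit with compound at 10 µM in the primary screen, cut at about 35% in these data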;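 note: plate controls were DMSO wells with enzyme for no effect and no-enzyme buffer wells for full effect; values of inactives mirror those of a sister screen read the other way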
* = called active by the depositor; . = not tested or not shown.

SMILES	APOBEC3A inh	mIAP inh	beta cell repl	mIAP activ	GRIN3A LBD mod	MPTP inh	A3G deaminase	hIAP activ	hIAP block
CCCCCCCc1c(O)nc(SCCN(C)C)[nH]c1=O	-3	-5	3	1.1	0	0.7	-4	1.1	-8
COC(=O)CCCC1=CC2=CC(=O)C(C)(OC(=O)c3cccs3)C(=O)C2=CO1 (centres undefined)	10	13	-3	0.87	.	.	3	1.2	-15
O=C(CNC(=O)c1ccccc1F)N/N=C/c1cccnc1	-1	0	-2	1	0	-0.5	-5	1.1	-6
CCOC(=O)c1n[nH]n(-c2cc(Cl)cc(Cl)c2)c1=O	-1	-7	-2	1.1	2	1.3	-12	1	-3
Cc1cccc(C)c1NC(=O)C1(N2C(=O)CC2c2ccccc2)CCCCC1 (centres undefined)	-3	7	0	0.93	-1	1.5	-7	0.99	1
COc1ccc(C(=O)OCC[N+]2(C)CCOCC2)cc1	61*	-5	5	1	-1	-1.1	19	0.86	14
Oc1ccccc1CNn1cnnc1	-3	-1	-1	1	0	-1.9	-5	0.84	16
O=C(COC(=O)c1ccc(Cl)cc1)NCC1CCCCC1	3	-7	1	1.1	0	-0.7	5	1	-5
Cc1ccc(N(CC(=O)NN=C2CCN(C)CC2)S(=O)(=O)c2ccc(C)cc2)cc1	-3	-3	-4	1	0	0.4	-9	1.1	-9
COc1ccc(N2C(=O)CC(Sc3nc(C)cc(C)n3)C2=O)cc1OC (centres undefined)	-6	0	0	1	-1	-0.7	-5	0.94	6
CN(C(=O)COC(=O)c1nc(Cl)ccc1Cl)c1ccccc1	2	4	-4	0.96	-5	2.2	1	0.81	19
COc1ccc(CNC(=O)Cn2nc(C(F)(F)F)cc2C)cc1	1	4	1	0.96	-2	-2.2	-2	1.1	-11
COc1ccc(C)cc1NC(=O)c1c([N+](=O)[O-])cnn1C	-8	8	-1	0.93	-2	-1.7	-8	1.1	-14
Cc1cc(=O)oc2cc(NC(=O)c3ccccc3Cl)ccc12	-5	-10	-2	1.1	0	-1.2	-14	1	-2
O=C(CN(CC(=O)N1CCOCC1)S(=O)(=O)c1ccc(Br)s1)N1CCOCC1	-1	-8	-2	1.1	1	0.8	46*	1.1	-9
COc1cccc(OCC(=O)NNC(=O)c2cnccn2)c1	-4	16	-1	0.84	3	-0.2	-4	1.7	-73
CN(CCC#N)C(=O)COC(=O)c1cc(Cl)cc(Cl)c1N	-3	0	-1	1	1	-1.5	-9	1.1	-14
CC(=O)C1=C(O)C(=O)N(c2ccc(Br)cn2)C1c1ccccc1F (centres undefined)	-1	2	0	0.98	4	-2.1	1	1.1	-11
O=C1C=C(NCc2ccc(Cl)c(Cl)c2)CC1	-3	4	-2	0.96	1	-1.9	-2	0.94	6
CSCCC(=O)N(C)CC1CCN(CCc2cccc(C(F)(F)F)c2)CC1	-4	6	-3	0.94	-2	1.7	-9	1	-1

Some values from the list.
Value for `O=C(COC(=O)c1ccc(Cl)cc1)NCC1CCCCC1` in hIAP activ: 1
Value for `CN(CCC#N)C(=O)COC(=O)c1cc(Cl)cc(Cl)c1N` in mIAP activ: 1
Value for `CSCCC(=O)N(C)CC1CCN(CCc2cccc(C(F)(F)F)c2)CC1` in hIAP activ: 1

Later entries.
SMILES	APOBEC3A inh	mIAP inh	beta cell repl	mIAP activ	GRIN3A LBD mod	MPTP inh	A3G deaminase	hIAP activ	hIAP block
N#C/C(=C(/O)Cc1cccc2ccccc12)c1nc2ccccc2s1	1	5	-6	0.95	19*	96*	0	1.1	-10
C=CCNCc1cc(=O)n2c(-c3ccccc3)csc2n1	3	10	-1	0.91	1	-0.3	-1	0.87	13
Cc1cc(N2CCCC2)ccc1NC(=O)COc1cccc(C(F)(F)F)c1	0	1	-5	0.99	1	4.9	1	1.1	-13
CN(CC(=O)Nc1cccc(F)c1)C(=O)c1cc(-c2cccs2)nn1-c1ccccc1	2	-26	-6	1.3	-7	-0.6	-1	1.1	-8
Cc1ccc2c(c1)N(C(=O)CCC(=O)N1CCN(c3ccccn3)CC1)CC(C)O2 (centres undefined)	-1	9	2	0.91	-2	-1.5	0	0.72	28
O=C(CCCNS(=O)(=O)c1ccc(Br)cc1)N1CC[C@@]2(O)CCCC[C@H]2C1	-1	-5	0	1.1	3	0.0	-5	0.98	2
CC1CCCN(S(=O)(=O)c2cnc[nH]2)C1 (centres undefined)	-2	-2	-2	1	2	-1.4	-2	1	0
Cc1ccc(-c2csc(N(Cc3ccccc3)C(=O)COc3ccccc3)n2)cc1	-3	1	-3	0.99	5	3.5	-2	0.85	15
c1ccc(Cn2nnnc2C(c2ccccn2)N2CCN(c3ccccc3)CC2)cc1 (centres undefined)	3	-4	3	1	2	-1.9	-2	1.1	-9
C/C(Nc1ccc(F)cc1)=C(/C#N)C(N)=O	-4	-7	-1	1.1	-2	0.8	-3	0.94	6
O=[N+]([O-])c1cccc(-c2nc(-c3ccccn3)no2)c1	-1	-1	-1	1	0	0.7	-6	1.1	-12
CCS(=O)(=O)c1nc(NC(C)=O)n[nH]1	0	0	-1	1	-2	-1.9	-3	0.98	2
Cc1cc2c3c(c1C)C1(C(=O)N3C(C)(C)CC2C)C(C#N)=C(N)Oc2cc(O)ccc21 (centres undefined)	-1	-10	-4	1.1	-43	0.4	0	0.93	7
CCOc1cccc(NC(=O)Cc2cccs2)c1	1	-2	-2	1	-1	-1.2	-5	1	-4
O=C(COC(=O)/C=C/c1cccc(C(F)(F)F)c1)Nc1ccc(Cl)cn1	-4	-11	-1	1.1	1	0.2	11	0.93	7
CCc1ccc2nc(NC(=O)CN3C(=O)NC4(CCCC4)C3=O)sc2c1	-2	3	-3	0.97	11*	-0.9	-2	0.95	5
O=C(O)CCc1ccc(-c2ccccc2)n1NC(=O)c1ccco1	7	-14	-2	1.1	-1	-1.8	1	0.93	7
COc1cc([N+](=O)[O-])cc2sc(NC(=O)C(C)(C)C)nc12	0	9	0	0.91	-1	-0.6	-4	1	-2
CCCCn1c(N)c(N(CC(C)C)C(=O)CN(C)S(=O)(=O)c2ccc(C)cc2)c(=O)[nH]c1=O	5	-5	3	1.1	0	2.2	-9	1.2	-16
COc1cccc(CNC(=O)CN(C)S(=O)(=O)c2cccc3cccnc23)c1	5	-8	-1	1.1	1	0.4	-3	1.1	-12
COCCCNC(=S)N1CCN(c2nc(-c3cccc(OC)c3)cs2)CC1	-2	15	0	0.85	0	1.9	-8	1.3	-32
CNc1nc(-c2c(C)[nH]c3ccc(OC)cc23)cs1	0	-6	-1	1.1	-8	0.1	-2	0.94	6
COc1cc(/C=C2/SC(=S)N(CC3CCCO3)C2=O)ccc1O (centres undefined)	0	20	0	0.8	-4	6.4	-2	1.1	-14
CCCCn1c(N)c(N(CC(C)C)C(=O)c2ccc(OCC3CCCO3)cc2)c(=O)[nH]c1=O (centres undefined)	0	0	0	0.99	-1	-0.6	-6	1.1	-8
O=C(Oc1ccc(-c2cnc3ccccc3n2)cc1)c1ccco1	-2	5	-1	0.95	0	4.7	-7	0.94	6
Cc1cc(C)n(-c2nc3c(c(=O)[nH]c(=O)n3C)n2Cc2ccc(F)cc2)n1	2	-13	0	1.1	2	-0.1	-2	1	-2
Cc1[nH]c2ccc(C(=O)OCC(=O)Nc3cccc(S(N)(=O)=O)c3)cc2c1C	-5	-4	1	1	-3	-0.4	-8	0.93	7
O=C(N=Nc1c(O)n(C2OC(=O)c3ccccc32)c2ccccc12)c1ccco1 (centres undefined)	-6	-7	-5	1.1	.	.	14	1	-2
CCCN(CCC)C(=O)C1CC(=O)OC12CCOC(C)(C)C2 (centres undefined)	-3	3	0	0.97	-8	-0.2	-7	0.96	4
C/C(=N\OCC(=O)O)c1ccc(Cl)cc1	-5	3	0	0.97	-1	1.0	-12	1	-2
COc1ccc(CCC(=O)Nc2cccc(S(=O)(=O)N3CCCCCC3)c2)cc1	-3	-5	-2	1	-6	1.9	-9	0.89	11
COC(=O)c1c(NC(=O)c2ccccc2)sc(C(N)=O)c1C	1	2	-2	0.97	0	0.3	-4	1	-1
COc1ccc2nc(/N=C(\N)NC(=O)C(C)(C)C)nc(C)c2c1	1	-4	-2	1	-3	-1.9	1	0.95	5
O=c1c(-c2cccc([N+](=O)[O-])c2)[n+]([O-])c2ccccc2n1O	10	5	2	0.95	0	0.9	0	0.89	11
CC(C)C(OC(=O)c1ccco1)C(=O)NC1CCCCC1 (centres undefined)	-3	2	-1	0.98	0	1.2	-4	0.95	4
OC1CCCN(C(=S)NCc2ccccc2)C1 (centres undefined)	-3	-20	-2	1.2	-1	-1.4	-5	1.1	-13
O=C(NCC1CCCO1)c1ccccc1S(=O)(=O)c1ccc([N+](=O)[O-])cc1 (centres undefined)	7	-1	4	1	-3	2.0	-1	1.2	-18

Just beta cell repl and hIAP block (2 entries from above):
Compound	beta cell repl	hIAP block
CC(C)C(OC(=O)c1ccco1)C(=O)NC1CCCCC1 (centres undefined)	-1	4
COc1cc(/C=C2/SC(=S)N(CC3CCCO3)C2=O)ccc1O (centres undefined)	0	-14

Copied from the listing (six entries):
SMILES	APOBEC3A inh	mIAP inh	beta cell repl	mIAP activ	GRIN3A LBD mod	MPTP inh	A3G deaminase	hIAP activ	hIAP block
COC(=O)c1c(NC(=O)c2ccccc2)sc(C(N)=O)c1C	1	2	-2	0.97	0	0.3	-4	1	-1
COc1ccc2nc(/N=C(\N)NC(=O)C(C)(C)C)nc(C)c2c1	1	-4	-2	1	-3	-1.9	1	0.95	5
O=c1c(-c2cccc([N+](=O)[O-])c2)[n+]([O-])c2ccccc2n1O	10	5	2	0.95	0	0.9	0	0.89	11
CC(C)C(OC(=O)c1ccco1)C(=O)NC1CCCCC1 (centres undefined)	-3	2	-1	0.98	0	1.2	-4	0.95	4
OC1CCCN(C(=S)NCc2ccccc2)C1 (centres undefined)	-3	-20	-2	1.2	-1	-1.4	-5	1.1	-13
O=C(NCC1CCCO1)c1ccccc1S(=O)(=O)c1ccc([N+](=O)[O-])cc1 (centres undefined)	7	-1	4	1	-3	2.0	-1	1.2	-18
